Compound activity deposited in PubChem by several laboratories.
Hsp70 act = switches on Hsp70 transcription | activation, % at 10 µM | AID 1203 | hit rate 0.04% among 200,000 | HeLa Hsp70 promoter luciferase reporter, luminescence; scaled: vehicle 0, proteasome-inhibitor control 100%;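 active means activation above the mean across all tested compounds plus 3 SD, cutoff set per campaign, cut at about 5.5% in these data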;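 further: 100% = MG132 at 30 µM as the positive control and 0% = DMSO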
TNAP inh no acc = TNAP (human) inhibition, acceptor-free conditions. inhibition, % at 20 µM. purified TNAP, CDP-star luminescence, 30 min. P05186. AID 1012. hit rate 0.26% among 200,000;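 active means tissue-nonspecific alkaline phosphatase inhibition above about 50% at 20 µM in the single-dose screen, limit read from the data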;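 further: 0% = DMSO negative control and 100% = EDTA positive control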
Target sequence (P05186 whole entry, looked up): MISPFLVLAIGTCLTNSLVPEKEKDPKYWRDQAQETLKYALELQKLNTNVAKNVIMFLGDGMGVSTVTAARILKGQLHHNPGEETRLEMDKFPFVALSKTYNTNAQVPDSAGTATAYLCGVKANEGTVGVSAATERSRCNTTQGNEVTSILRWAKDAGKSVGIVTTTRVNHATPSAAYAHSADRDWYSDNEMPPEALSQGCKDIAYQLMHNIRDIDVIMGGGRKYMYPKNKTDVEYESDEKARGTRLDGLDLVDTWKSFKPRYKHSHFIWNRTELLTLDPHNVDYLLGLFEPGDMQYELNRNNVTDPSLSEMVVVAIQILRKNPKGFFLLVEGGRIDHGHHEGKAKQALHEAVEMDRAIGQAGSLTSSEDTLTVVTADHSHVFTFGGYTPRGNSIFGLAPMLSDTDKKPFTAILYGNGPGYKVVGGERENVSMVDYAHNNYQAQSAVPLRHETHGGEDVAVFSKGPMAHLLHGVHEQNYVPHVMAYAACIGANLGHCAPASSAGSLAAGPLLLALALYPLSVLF
PMI act = increases human mannose-6-phosphate isomerase activity; purified human PMI, coupled resazurin fluorescence, 20 min; active compounds read high; 1 = vehicle control, 0 substrate-free wells; P34949; hit rate 0.005% among 190,000; activation factor at 20 µM;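 active means activation factor of 2 or more at 20 µM, relative to plate controls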
Lmaj promast = reduces viability of Leishmania major promastigotes; hit rate 9% among 200,000; resazurin fluorescence viability; inhibition, % at 10 µM; in the data active means inhibition above about 50%;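 further: promastigotes grown with compound for 44 hours at 28 °C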
DTT redox prof = compounds producing H2O2 with reducing agent – biochemical, NIH compound library profiling, artefact control for MLSCN library redox annotation, primary screen. DTT-dependent redox cycling H2O2, phenol red/HRP absorbance; 100% = 100 µM peroxide control, 0% = buffer. activation, % at 10 µM. hit rate 0.03% among 200,000;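 active means activation of at least 50% relative to the plate's high and low controls in the primary single-dose screen; inactive means activation below 50%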;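 further: compound incubated with DTT at 0.8 mM final as the reducing agent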
Efa HMGR inh = inhibitors of class II HMG-CoA reductase from Enterococcus faecalis; purified E. faecalis HMGR, NADPH absorbance 340 nm kinetic; inhibition, % at 10 µM; hit rate 0.41% among 190,000;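 active means inhibition above a set limit, the median over all tested compounds plus 3 SD, cut at about 9.5% in these data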;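 further: enzyme runs in reverse so mevalonate oxidation gives rising NADPH absorbance; 0% = complete reaction with DMSO and 100% = background rate lacking mevalonate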
S1P3 antagonist = antagonists of human S1P3 receptor | Q99500 | CHO S1P3 NFAT-BLA reporter, FRET fluorescence, antagonist mode | inhibition, % at 4.98 µM | hit rate 0.27% among 170,000 | AID 485;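 active means inhibition above the plate cutoff, the mean inhibition of test wells on that plate plus 3 SD, cut at about 28% in these data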;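 further: cells challenged with S1P at its EC80 of 0.8 µM; blue over green emission ratio from cleaved BLA substrate after 4 h stimulation; 0% = S1P-stimulated wells and 100% = unstimulated DMSO-only wells; some compounds past the cut are filed as inactive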
Target sequence (Q99500 whole entry, looked up): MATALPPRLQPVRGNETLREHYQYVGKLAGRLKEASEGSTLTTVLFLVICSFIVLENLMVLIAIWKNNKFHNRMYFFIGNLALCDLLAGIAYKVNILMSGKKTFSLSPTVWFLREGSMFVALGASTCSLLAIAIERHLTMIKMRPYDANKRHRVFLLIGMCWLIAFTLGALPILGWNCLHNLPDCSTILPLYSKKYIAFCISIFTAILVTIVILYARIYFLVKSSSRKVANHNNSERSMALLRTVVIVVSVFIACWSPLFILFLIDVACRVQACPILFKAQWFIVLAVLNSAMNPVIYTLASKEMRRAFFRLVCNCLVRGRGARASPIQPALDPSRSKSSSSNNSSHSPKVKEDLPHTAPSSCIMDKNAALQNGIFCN
PMI act satM6P = activators of human phosphomannose isomerase at near-saturating mannose 6-phosphate. P34949. coupled PMI enzyme assay, resazurin fluorescence, 20 min; active compounds read high; 1 = untreated enzyme, 0 = substrate-free blank. activation factor at 20 µM. hit rate 0.34% among 190,000. AID 1216;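 active means activation factor of 2 or more at 20 µM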
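Test system: human phosphomannose isomerase with PGI, G6PDH, diaphorase coupling enzymes / Doses: 20 µM compound, 1% DMSO / Times: enzyme reaction with compound 20 min at room temperature / Measured by: Diaphorase-driven resazurin-to-resorufin fluorescence, excitation 544, emission 590 nm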
RAM inhibit = inhibitors of the yeast RAM network. inhibition, % at 50 µM. AID 868. hit rate 1.8% among 190,000. S. cerevisiae dse1pr::URA3 reporter, 5-FOA growth OD615, 2 d; analog-sensitive cbk1-as2 kinase mutant strain;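 active means inhibition above a set limit, 3 SD over mean compound inhibition, cut at about 8.4% in these data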;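 further: 0% = DMSO-only wells with no growth and 100% = 10 µM 1-NA-PP1 full growth; inhibition rescues growth on 5-FOA so higher OD means more RAM inhibition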
TNAP inh hiacc = blocks human TNAP under high phosphate acceptor concentration; inhibition, % at 20 µM; purified TNAP, CDP-star luminescence, 1 M DEA; AID 1135; P05186; hit rate 0.03% among 200,000;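 active means over 50% inhibition of tissue-nonspecific alkaline phosphatase at 20 µM in the single-dose screen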;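 further: plate controls were DMSO wells for no effect and EDTA-quenched wells as full inhibition for full effect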
The depositor's hits bear a star; . = no result given.

SMILES	Hsp70 act	TNAP inh no acc	PMI act	Lmaj promast	DTT redox prof	Efa HMGR inh	S1P3 antagonist	PMI act satM6P	RAM inhibit	TNAP inh hiacc
CC1CCCCC1NS(=O)(=O)c1ccc(S(=O)(=O)N2CCCC2)cc1 (stereo unspecified)	-0.1	-10	1.1	13	-0.5	-8	-21	1	1.6	-4
COc1ccccc1OCC(O)CN1C(=O)NC(C)(C)C1=O (stereo unspecified)	.	-17	1	-7	-0.9	-1	-32	0.9	1.5	-2
N#Cc1ccc(-c2csc(NC(=O)/C=C/c3cccs3)n2)cc1	-0.3	-2	1.1	49	0.3	4	-14	1	2.1	-7
CC(=O)Nc1ccc(SCC(=O)c2cc(C)n(CC(F)(F)F)c2C)cc1	-0.2	-13	0.9	61*	1.7	-7	.	1	2.1	-1
CCCC(=O)n1nc(-c2ccccc2)nc1SC	0.0	49	1	-8	0.5	-7	.	0.9	0.6	-4
O=C(NCCCOc1cccc(CN2CCCCC2)c1)c1ccc(Cl)c(Cl)c1	-0.1	-12	1.2	66*	2.1	-2	6	1.1	1.5	-5
CN1CCN(C(=O)c2ccccc2-c2nc(-c3ccc(Cl)cc3)no2)CC1	-0.2	-7	1	19	1.2	-1	21	1	0.2	-2
CCOC(=O)COc1ncn(-c2ccccc2)n1	-0.2	-17	1	-7	0.4	-2	.	1.1	1.4	-3
Cc1nc2c(Br)cc(Br)cc2cc1O	0.2	-13	1	-5	-0.7	2	.	1	1.5	-4
Cc1cc(C)cc(N(CC(=O)NC2CCC(C)CC2)S(=O)(=O)c2c(C)noc2C)c1 (stereo unspecified)	-0.1	-14	0.8	-6	-0.6	-8	11	0.9	-0.3	-6
O=C(NCCCN1CCOCC1)c1ccc(Br)cc1Br	0.0	-2	1.1	81*	-0.7	-1	6	1	-0.1	0
CCOC(=O)NC(=O)COC(=O)c1cccc2ccccc12	0.1	-10	1.1	2	-1.2	-5	-6	1	-1.1	-1
CC(C)OCCCNC(=O)CCSc1ccc(Cl)cc1	0.1	-8	1	-5	0.2	-2	.	1	0.9	-1
COc1cccc(-c2nn(C)c3sc(C(=O)N4CCN(c5ccccn5)CC4)cc23)c1	-0.2	-11	0.8	22	-0.9	0	14	0.8	-1.0	-7
COc1ccc(C/C(C)=N/NC(=O)c2ccc(C)cc2C)cc1	-0.4	-17	1.1	-6	0.1	-5	9	1.1	3.8	-4
CCCC(NC(=O)c1c(C)noc1C)C12CC3CC(CC(C3)C1)C2 (stereo unspecified)	-0.1	-13	1	21	0.3	-1	-17	1	3.5	-4
COc1ccc(C(CC(=O)NCC(OC)OC)NS(=O)(=O)c2ccc(Cl)cc2)cc1 (stereo unspecified)	0.0	-7	1	-1	0.6	6	0	1	0.8	-6
CCC1Cc2c(nc3c4c(nc(N5CCOCC5)c(C#N)c24)NC(C)=N3)O1 (stereo unspecified)	-0.2	.	.	15	1.1	.	-9	.	.	.
CC(C)C[C@H](N)c1cn([C@@H](CCCCN)C(=O)N2CCNCC2)nn1	-0.3	-12	1.1	-3	-0.8	6	-3	1.1	-0.2	-7
COc1ccc(/C=C2\CN(Cc3ccccc3)C/C(=C\c3ccc(OC)cc3)C2=O)cc1	-0.4	-7	0.9	100*	-0.2	9	-1	1.1	11*	-2
Cc1cccc(OCCCC(=O)O)c1	-0.2	-14	0.9	-5	2.9	-8	0	0.9	-0.2	-6
CCN(C(=O)CN1CCN(S(=O)(=O)c2ccccc2C(F)(F)F)CC1)c1c(N)n(Cc2ccccc2)c(=O)[nH]c1=O	-0.2	-9	1	-3	-0.4	-3	-5	1.1	1.1	-8
CCc1nn2c(N3CCOCC3)cc(C)nc2c1-c1ccc(F)cc1	-0.3	-4	0.8	4	2.3	-8	1	0.9	2.0	0
COc1ccc(Oc2coc3cc(OC(=O)c4cncc(Br)c4)ccc3c2=O)cc1	-0.4	-10	0.9	-8	0.0	-1	.	1	2.6	-4
O=C(NCCO)/C(=C\c1cccs1)NC(=O)c1cccs1	-0.4	9	1	-6	-0.3	-3	-6	1	1.2	-8

Laid out differently: results already given
compound: CC(C)OCCCNC(=O)CCSc1ccc(Cl)cc1
  Hsp70 act: 0.1; TNAP inh no acc: -8; PMI act: 1; Lmaj promast: -5; DTT redox prof: 0.2; Efa HMGR inh: -2; S1P3 antagonist: .; PMI act satM6P: 1; RAM inhibit: 0.9; TNAP inh hiacc: -1
compound: COc1ccc(/C=C2\CN(Cc3ccccc3)C/C(=C\c3ccc(OC)cc3)C2=O)cc1
  Hsp70 act: -0.4; TNAP inh no acc: -7; PMI act: 0.9; Lmaj promast: 100*; DTT redox prof: -0.2; Efa HMGR inh: 9; S1P3 antagonist: -1; PMI act satM6P: 1.1; RAM inhibit: 11*; TNAP inh hiacc: -2

Record cards, from the list above. Order of screens: Hsp70 act	TNAP inh no acc	PMI act	Lmaj promast	DTT redox prof	Efa HMGR inh	S1P3 antagonist	PMI act satM6P	RAM inhibit	TNAP inh hiacc
`COc1ccc(/C=C2\CN(Cc3ccccc3)C/C(=C\c3ccc(OC)cc3)C2=O)cc1` is listed as -0.4	-7	0.9	100*	-0.2	9	-1	1.1	11*	-2
`O=C(NCCO)/C(=C\c1cccs1)NC(=O)c1cccs1` is listed as -0.4	9	1	-6	-0.3	-3	-6	1	1.2	-8
`CC1CCCCC1NS(=O)(=O)c1ccc(S(=O)(=O)N2CCCC2)cc1` (stereo unspecified) is listed as -0.1	-10	1.1	13	-0.5	-8	-21	1	1.6	-4

The results go on:
SMILES	Hsp70 act	TNAP inh no acc	PMI act	Lmaj promast	DTT redox prof	Efa HMGR inh	S1P3 antagonist	PMI act satM6P	RAM inhibit	TNAP inh hiacc
Cc1ccccc1-c1nc2ccccc2[nH]1	-0.2	-5	0.9	14	-0.4	-1	.	0.9	0.5	-2
O=[N+]([O-])c1cccc2ccc(/C=C/c3ccc(F)cc3)nc12	0.0	-8	1	57*	0.7	-4	13	1	1.9	0
COc1ccccc1N1C(=O)C2C3C=CC(C3)C2C1=O (stereo unspecified)	-0.5	-10	1.1	2	-0.1	-1	26	1	0.8	-3
COC(=O)c1ccc(N2CCN(S(=O)(=O)c3ccc(Br)cc3)CC2)c([N+](=O)[O-])c1	-0.2	5	0.9	7	-0.1	2	.	0.9	5.0	3
CN1CCN(S(=O)(=O)c2ccc(N3CCN(S(=O)(=O)/C=C/c4ccccc4)CC3)nc2)CC1	-0.3	-10	1	36	6.9	2	-28	1	3.2	-6
COC(=O)c1cc(C(=O)c2ccc(Cl)cc2Cl)cn1C	-0.1	-8	1	-6	2.0	-4	.	1	2.9	-2
COc1cc(OC)cc(C2=NC3(CCC(C)CC3)NC2=S)c1 (stereo unspecified)	-0.2	-16	1	6	-0.3	0	4	1	1.5	-2
O=S(=O)(c1ccccc1Cl)N1CCCC(c2nc(-c3cccnc3)no2)C1 (stereo unspecified)	-0.1	-8	0.9	6	0.1	2	-15	1	1.7	-2
Cc1ccccc1C(=O)c1cccn1CC(=O)NCCC1=CCCCC1	-0.2	-4	0.9	3	-0.3	-5	0	0.9	1.2	0
O=C(NC(=S)Nc1ccc2oc(-c3ccncc3)nc2c1)c1ccccc1F	-0.3	-3	1.2	3	0.3	-10	-5	0.8	2.1	-5
Cc1cc(C)c(S(=O)(=O)N2CCC(C(=O)NCc3ccc(Cl)cc3Cl)CC2)c(C)c1	0.1	-39	0.9	6	0.2	-2	.	1	6.5	-8
Cc1cc(C)nc(SCc2ccc(C(=O)N/N=C/c3cccc(O)c3O)cc2)n1	-0.2	-86	0.7	98*	0.6	5	-7	0.4	3.4	8
COC(=O)c1ccccc1NC(=O)CCc1ccccc1	-0.2	0	0.9	-8	-0.1	0	-5	1	0.8	2
C=CCNc1nc(Cl)nc(Nc2ccc(OC)cc2OC)n1	-0.3	-4	1	30	0.3	-6	2	1	2.6	-1
C/C(Cl)=C\Cn1c(Nc2cccc(C)c2)nc2c1c(=O)n(C)c(=O)n2C	-0.5	-14	1	-5	-0.8	-3	14	1	6.6	-5
CCOC(=O)C1(CCOC)CCN(Cc2ccccc2-c2ccco2)CC1	0.5	-11	1	15	-1.4	1	0	0.9	0.2	-8
CC1CC(C(F)F)n2nc(C(=O)Nc3sc4c(c3C#N)CCC(C(C)(C)C)C4)nc2N1 (stereo unspecified)	-0.5	-6	1.1	-4	-0.4	4	.	1.1	6.8	-7
COc1ccc(CCNC(=O)CN(c2ccccc2)S(C)(=O)=O)cc1	-0.2	-6	0.9	-7	-0.8	0	-15	0.9	-0.8	-5
Fc1ccccc1OCCCCSc1ncccn1	-0.3	-10	1	-3	2.2	-7	.	1	0.1	-2
Cc1sc(NC(=O)CSC2=NCCS2)nc1-c1ccccc1	-0.2	-9	1	11	0.0	-3	.	1	0.1	0
Cc1c(NC(=O)c2n[nH]c(=O)c3ccccc23)c(=O)n(-c2ccccc2)n1C	-0.4	-7	0.9	-3	-0.9	-1	.	0.9	0.6	-5
COC(=O)Nc1ccc(S(=O)(=O)N2CCCC(C(=O)NC3CCS(=O)(=O)C3)C2)cc1 (stereo unspecified)	-0.3	0	0.9	58*	-0.2	-5	-6	0.9	0.1	2
Cc1nnsc1Sc1ccccc1C(=O)O	-0.1	-1	0.9	-3	-1.4	-3	-18	0.9	1.8	0
COc1cc(C#N)ccc1OCC(=O)c1ccc2c(c1)OCCO2	0.0	-6	1	1	2.6	-20	-11	0.9	1.2	-9
O=C(NCCN1C(=O)S/C(=C\c2ccccc2F)C1=O)C1CCCN1C(=O)c1cccs1 (stereo unspecified)	-0.3	1	0.9	13	0.3	-3	-10	0.8	1.9	11

The listing continues:
SMILES	Hsp70 act	TNAP inh no acc	PMI act	Lmaj promast	DTT redox prof	Efa HMGR inh	S1P3 antagonist	PMI act satM6P	RAM inhibit	TNAP inh hiacc
O=C(COc1ccc(Br)cc1Cl)NC1CCCCC1	0.1	-17	1	-8	-0.6	-3	11	1.1	8.9*	-1
O=C1Nc2ccccc2S/C1=C/Nc1cccc(Cl)c1	0.1	-4	1.1	-12	-2.6	0	.	1	8.4*	-5
COc1cc(NS(=O)(=O)c2ccc(NC(=S)NC(=O)/C=C/c3ccc(OC)c(OC)c3)cc2)ncn1	-0.2	-6	1	-10	-1.3	0	-5	1	6.2	0
N#CC1=C(N)Oc2n[nH]c(-c3cccnc3)c2C1c1cc(F)ccc1F (stereo unspecified)	-0.3	23	0.9	-3	-0.2	0	1	0.9	0.0	4
N#Cc1nc(-c2ccccc2Cl)oc1N1CCOCC1	-0.2	-3	0.9	0	-0.2	-2	0	0.9	0.0	1
CCCCS(=O)(=O)Nc1ccc2c(c1)ncn2C1CCCCC1	-0.5	17	0.9	-5	0.3	-4	-19	1	0.0	-1
COc1ccc(CNC(=O)c2ccccc2C(=O)O)cc1	-0.3	-2	1.2	-5	-0.7	-3	-14	1.1	1.1	-4
O=C(CSc1ncn[nH]1)CSc1ncn[nH]1	0.1	-78	0.4	-3	-0.3	-4	-24	0.8	2.6	-3
Cc1nnc(SCc2nnc(-c3cccs3)o2)s1	-0.1	-11	1	-8	-1.2	3	-1	1	1.0	1

Outcome played no part in choosing rows; any-hit rate near 12%.
